Assay outcomes deposited in PubChem by several laboratories.
MITF act – increases MITF-driven TRPM1 promoter luciferase signal; SK-MEL-5 TRPM1-promoter luciferase, 24 h; % of positive control, neutral wells = 0; activation, % at 12.5 µM; actives 0.75% (n = 300,000);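 active = mean activation of at least 80% with every replicate also reaching 80%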;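 also: 0% = neutral control wells and 100% = parthenolide positive control wells; values of inactives mirror those of a sister screen read the other way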
dFosB act – activators of mouse delta FosB homodimer | purified delta FosB, TAMRA-CDK5 oligo fluorescence polarization; percent of positive-control signal above neutral wells | activation, % at 25 µM | actives 0.99% (n = 340,000) | AID 493131;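 active = mean activation above about 17%, with every replicate also reaching it, limit read from the data, passing the limit was not always enough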;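 also: fluorescence polarization rise as delta FosB binds a TAMRA Cdk5 AP-1 oligo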
Target sequence (P13346 whole entry, looked up): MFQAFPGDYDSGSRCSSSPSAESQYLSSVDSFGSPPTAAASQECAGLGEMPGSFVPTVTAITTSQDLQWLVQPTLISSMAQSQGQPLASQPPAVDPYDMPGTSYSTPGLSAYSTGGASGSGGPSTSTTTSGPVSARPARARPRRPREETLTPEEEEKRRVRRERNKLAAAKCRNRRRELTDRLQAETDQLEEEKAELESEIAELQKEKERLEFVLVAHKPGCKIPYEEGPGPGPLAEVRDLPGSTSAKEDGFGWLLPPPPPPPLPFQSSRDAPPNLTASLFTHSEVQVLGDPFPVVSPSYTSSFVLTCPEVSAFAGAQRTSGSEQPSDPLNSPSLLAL
HTR5A ag – HTR5A agonism, opioid heterodimer counter-screen; P47898; HTR5A agonist assay, luminescence, cell-based; activation, % at 9.3 µM; actives 0.61% (n = 340,000); AID 504692; in the data active = activation mostly above about 9.5%, no sharp cut-off; inactive = mostly below about 7.6%;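 also: 0% = cells with vehicle only and 100% = reference agonist; strong numbers were not always called active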
Target sequence (P47898 whole entry, looked up): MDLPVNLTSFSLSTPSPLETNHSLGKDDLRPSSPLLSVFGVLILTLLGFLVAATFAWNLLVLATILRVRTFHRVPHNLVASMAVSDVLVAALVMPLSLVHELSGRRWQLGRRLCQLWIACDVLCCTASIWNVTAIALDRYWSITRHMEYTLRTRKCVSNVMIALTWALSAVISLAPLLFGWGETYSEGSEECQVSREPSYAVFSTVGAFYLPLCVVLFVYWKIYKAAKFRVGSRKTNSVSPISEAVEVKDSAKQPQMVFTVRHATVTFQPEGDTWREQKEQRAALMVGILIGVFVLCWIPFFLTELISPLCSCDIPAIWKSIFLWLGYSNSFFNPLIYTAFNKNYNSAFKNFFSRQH
SR-BI DiI inh – blocks mouse SR-BI lipid uptake from DiI-HDL; actives 0.96% (n = 320,000); ldlA[mSR-BI] CHO cells, DiI-HDL uptake fluorescence, 3 h; inhibition, % at 12.5 µM; Q61009;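 active = mean replicate inhibition of at least 70% and a set share of replicates each scoring 70 or more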;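 also: 0% = median of neutral control wells and 100% = median of positive control wells; values of inactives mirror those of a sister screen read the other way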
Wnt act – Wnt/beta-catenin pathway activation; Wnt/beta-catenin reporter cell assay, activator, plate reader; activation, % at 9.35 µM; actives 1.2% (n = 300,000); AID 743398; in the data active = activation above about 30%, passing the limit was not always enough;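 also: 0% = neutral control wells and 100% = positive control wells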
cardiac RTF act – cardiac RTF calcium sensitization; IANBD-labeled TnC RTF fluorescence at EC20 calcium; 0% EC20 calcium, 100% full calcium; P19429+P45379; activation, % at 7.2 µM; AID 493008; actives 0.24% (n = 340,000);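 active = activation above the mean over all tested compounds plus 3 SD, cut at about 30% in these data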;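 also: rise in fluorescence read as greater calcium sensitivity of cardiac thin filaments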
Rtt109 Vps75 – C. albicans Rtt109 histone acetyltransferase inhibition | Q5AAJ8 | purified Rtt109/Vps75, ThioGlo CoA-SH fluorescence, 4 h | inhibition, % at 34.9 µM | actives 0.16% (n = 330,000);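 active = inhibition of at least 50% in every replicate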
CDK5 inh – inhibitors of human CDK5/p35 kinase | Recombinant CDK5/p35, ADP-Glo luminescence, 60 min | AID 488839 | inhibition, % at 10 µM | actives 0.01% (n = 330,000);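 active = highest replicate inhibition of at least 50% and at least 75% of replicates reaching 50%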;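 also: plate controls were DMSO neutral control for no effect and GW8510 at 10 µM for full effect; many of its hits are not listed in these tables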
PvdQ inh – P. aeruginosa PvdQ acylase inhibition. actives 0.063% (n = 340,000). AID 488965. inhibition, % at 10 µM. purified PvdQ acylase, fluorescence plate reader; in the data active = inhibition above about 30%, passing the limit was not always enough;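 also: 0% = vehicle neutral wells and 100% = reference inhibitor wells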
SR-BI DiI-HDL act – SR-BI HDL lipid transfer activation | CHO ldlA[mSR-BI] cells, DiI-HDL uptake fluorescence, 3 h; 100 = double the neutral-control signal | activation, % at 12.5 µM | AID 504775 | actives 0.096% (n = 320,000);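 active = mean replicate activation of at least 60% and every replicate at or above 60%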;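 also: 0% = median plate neutral-control signal and 100% = twice that signal; values of inactives mirror those of a sister screen read the other way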
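Material: SR-BI-overexpressing, LDLR-lacking CHO cells | Dosing: Single compound concentration, delivered by pin transfer | Probe or stimulus: Labelled HDL, 10 µg/mL | Signal: Bottom-read cell fluorescence after medium removal, ex 550/em 595 nm | Schedule: 3 h, 37 °C | Evaluation: HDL uptake via cellular fluorescence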
Starred values were filed as active, the others as inactive; . = no result given.

Values in the order: MITF act, HTR5A ag, PvdQ inh, CDK5 inh, SR-BI DiI-HDL act, Rtt109 Vps75, Wnt act, SR-BI DiI inh, cardiac RTF act, dFosB act
1	O=S(=O)(c1ccc(Br)cc1)N1CCC2(CC1)OCCO2
    3.5, 6.5, 2.3, 0.1, -2.2, -8.8, 4.7, 2.2, -0.9, -3.9
2	CCOC(=O)/C=C/C(=O)N1CCc2ccccc21
    ., 1.2, 21.9, -0.8, 15.8, ., ., -15.8, -4.0, -5.1
3	COCCn1nnnc1C(c1ccc(OC)c(OC)c1)N1CCc2ccccc21 (stereo unspecified)
    -8.4, -0.5, -7.2, -0.3, 4.4, -8.3, 0.9, -4.4, -3.0, -5.9
4	COc1cc(Nc2nnc(C)s2)c(Cl)cc1Cl
    -1.0, 7.2, -7.5, -0.5, -31.6, 0.3, 0.8, 31.6, -0.2, -4.9
5	O=C(NCCCn1ccnc1)C(=O)NCC1OCCN1S(=O)(=O)c1ccc(Cl)cc1 (stereo unspecified)
    ., 0.2, -2.5, -2.4, 2.5, -5.9, -4.0, -2.5, 1.6, -4.4
6	COc1ccc(-c2oc3ccc(-c4ccc5c(c4)OCO5)cc3c2-c2ccc(OC)nc2)cc1
    -3.8, 2.6, -6.7, 1.1, -7.7, 4.0, -3.9, 7.7, -2.0, 0.7
7	Cc1cc(C)c(C(=O)NCC(=O)c2ccccc2)c(C)c1
    5.5, -1.2, -5.0, 1.1, -7.6, -2.1, 1.7, 7.6, 2.5, 3.9
8	Cn1cc(CN2CCCC(CO)(Cc3cccc(Cl)c3)C2)cn1 (stereo unspecified)
    9.9, -0.3, 1.7, 0.3, 11.1, -1.5, -2.2, -11.1, -4.0, 1.0
9	N#CC1C(=O)NC(=O)CC12CCCCC2 (stereo unspecified)
    1.1, 0.9, -10.4, -1.0, 17.0, -2.8, -0.4, -17.0, -6.8, -8.3
10	COc1ccccc1NC(=O)CSc1ccc(-c2ccc(-n3cccn3)cc2)nn1
    53.9, -3.4, -18.3, -0.8, -18.5, -1.3, 22.3, 18.5, -3.4, 6.0
11	CSc1nsc(SCC(=O)NCc2ccccc2)n1
    -18.0, 3.8, 3.3, 1.0, -3.8, -1.8, 4.0, 3.8, -2.6, 3.8
12	Cc1cc(NC(=O)CSc2nc3ccsc3c(=O)n2CCCC(=O)NCCc2ccccc2)no1
    -17.6, -0.6, -15.5, -1.4, 2.9, -1.6, -1.7, -2.9, -1.4, 6.5
13	C=CCn1c(=N)n(CC(=O)c2cccc([N+](=O)[O-])c2)c2ccccc21
    -8.1, -1.3, -7.4, 0.2, -5.6, -0.7, 0.3, 5.6, -0.7, 5.7
14	COc1ccc2c(C(=O)CN3CC(C)OC(C)C3)c[nH]c2c1 (stereo unspecified)
    4.9, -7.4, 10.4, 1.0, -9.3, -7.3, ., 9.3, -0.6, 0.2
15	CCSc1nc2sc3c(c2c(=O)n1-c1ccccc1)CCN(C)C3
    ., 8.2, -12.9, -0.1, -3.0, 4.7, -0.6, 3.0, 1.1, -6.6
16	Cc1c(SCCO)c(=O)[nH]c2cc3c(cc12)OCO3
    -23.0, -0.1, 2.4, 0.0, 17.4, 2.6, 1.5, -17.4, 0.6, 2.9
17	CCOC(=O)Cc1ncccc1C(=O)Nc1ccc(OC(F)(F)F)cc1
    -12.2, 0.3, -3.3, 0.9, 10.4, 12.7, -1.3, -10.4, 7.0, -5.8
18	COCCN(C(=O)CSCC(=O)Nc1ccc(C)cc1)c1c(N)n(CC(C)C)c(=O)[nH]c1=O
    4.9, -1.8, 1.9, 0.0, 15.5, 1.0, 1.2, -15.5, -2.2, 4.3
19	Cc1ccccc1NS(=O)(=O)c1nnc(NC(=O)C(C)C)s1
    0.9, -4.0, -11.0, 1.8, 6.5, 0.9, 2.2, -6.5, 0.1, -1.5
20	CC(C)CN(C(=O)CN1CCN(c2ccccc2O)CC1)c1c(N)n(CC(C)C)c(=O)[nH]c1=O
    10.2, -0.4, -8.4, -2.2, 21.4, 2.4, -1.1, -21.4, 6.2, -7.1
21	Cc1ccccc1NC(=O)Nc1ccccc1Br
    26.2, 6.7, -12.0, -0.8, 5.1, 1.0, -0.7, -5.1, -1.3, 0.8
22	CC(C)OCCCNC(=O)NC12CC3CC(CC(C3)C1)C2
    12.7, -0.7, -7.9, -0.2, 33.5, -1.9, ., -33.5, 7.1, -1.7
23	O=C(CCCCC(=O)NCCc1ccccc1)NCCc1ccccc1
    5.1, -1.8, -16.1, -2.1, -4.0, -6.5, 12.9, 4.0, -4.7, -2.9
24	CC(=O)NC(Cc1cccc(F)c1)C(=O)NC1CCN(c2nnnn2-c2ccccc2)CC1 (stereo unspecified)
    2.9, 5.1, 8.0, -0.6, -2.0, ., -1.5, 2.0, -2.3, -4.5
25	Cc1ccc(S(=O)(=O)N(CC(=O)NCC2CCCO2)Cc2cccc(C)c2)cc1 (stereo unspecified)
    -0.2, -0.4, 4.0, 0.4, ., -0.2, 1.1, -18.5, -0.9, -2.3
26	N#Cc1ccsc1NC(=O)CN1CCN(S(=O)(=O)c2ccc3ccccc3c2)CC1
    3.6, -2.6, -12.0, -0.3, 12.9, -14.5, -6.0, -12.9, -12.1, -11.0
27	Cc1cc(CNC(=O)COc2ccc(F)cc2Cl)cc(C)c1O
    24.3, -0.8, 16.0, -2.0, -57.3, 5.5, -0.3, 57.3, 0.2, 4.7
28	CCOc1nc(OCC)c2cnn(C)c2n1
    4.9, -1.7, 7.1, 1.9, -6.9, 1.5, -1.8, 6.9, -3.4, -4.2
29	COc1ccc(C2=CN(Cc3ccccc3)C(c3ccccc3)CC2=O)cc1 (stereo unspecified)
    99.9*, 0.6, 29.7, -0.4, -10.7, 4.4, 19.3, 10.7, 3.0, -1.1
30	COCCNC(=O)c1cc(-c2cccnc2)nc2ccc(Br)cc12
    12.3, 0.7, -2.1, 0.4, -24.7, 6.1, -2.8, 24.6, -4.8, -19.8
31	COC(=O)CNC(c1ccccc1)c1cc(Br)ccc1N (stereo unspecified)
    ., -0.6, -14.0, -0.3, -0.7, 7.3, 0.1, 0.7, 1.6, -7.7
32	COC(=O)c1ccccc1N1CCS(=O)(=O)CC1
    -13.1, -4.1, -6.5, -0.5, 10.7, 0.8, -0.6, -10.7, -2.8, -6.0
33	CC(Sc1nnnn1C)C(=O)Nc1ccccc1 (stereo unspecified)
    -0.3, 1.8, -20.4, -6.4, 9.6, -1.7, -2.0, -9.6, 12.0, 1.0
34	CCCN(CCO)Cc1ccc(Cl)c(Cl)c1
    -0.9, 5.8, -2.8, 2.0, 11.3, 6.8, ., -11.3, -3.1, -2.8
35	CCOc1ccc(NC(=O)N2CCN(S(C)(=O)=O)CC2)cc1
    -4.3, 2.5, 3.3, -0.9, 35.5, 9.0, -0.6, -35.5, 6.9, 2.8
36	Cc1ccc(S(=O)(=O)N2CCOCC2)cc1NC(=O)COC(=O)C1(C)CC1(Cl)Cl (stereo unspecified)
    -7.3, -1.8, 3.1, -0.3, -7.4, -1.5, -1.7, 7.4, -0.6, -6.3
37	CC1(C)CC(=O)c2c(O)cc(OCc3ccc([N+](=O)[O-])cc3)cc2O1
    78.3, -3.3, -7.4, 2.0, -42.9, 0.3, ., 42.9, 0.6, -5.9
38	CCOC(=O)c1cc(S(=O)(=O)NC2CCC(C)CC2)cn1C (stereo unspecified)
    2.9, 0.6, -21.0, -2.2, 22.1, 4.1, -1.9, -22.1, 0.0, -1.2
39	CCC(C)(C)NC(=O)C(c1ccco1)N(C(=O)CNC(=O)c1cccs1)c1cccnc1 (stereo unspecified)
    2.3, -3.6, -2.8, -4.1, 8.9, 3.6, -0.2, -8.9, -2.3, -20.2
40	CSC1=NSC2=NC(=O)/C(=C/c3coc4ccccc4c3=O)C(=N)N12
    -12.1, 5.5, -5.9, 2.1, 6.3, 13.7, 7.7, -6.3, 287.5*, -13.6
41	Cc1ccccc1C(=O)NCC(=O)NNC(=O)CCN1CCN(c2ccccc2)CC1
    -6.1, -1.3, -8.6, -1.0, 6.0, -3.8, 0.6, -6.0, 4.0, 0.9
42	COc1ccc(OC)c(NC(=O)CN(c2ccc(C)cc2)S(=O)(=O)c2c(C)n[nH]c2C)c1
    -2.0, 1.7, -10.6, -0.4, -8.6, 17.3, -1.1, 8.6, -4.6, -25.0
43	Cc1nn(CC(=O)NNC(=S)NCC2CCCO2)c(C)c1Br (stereo unspecified)
    -3.1, -3.8, -12.9, 0.6, 4.4, -1.0, 12.6, -4.4, 1.0, 0.3
44	COc1ccccc1N1CCN(C(=O)CSc2nnc(NC(=O)C(C)C)s2)CC1
    5.5, 3.2, 0.6, -0.2, -46.7, 15.6, -1.5, 46.7, 4.3, -6.8
45	CC(C)c1nc2n[nH]c(N)c2c2c1CCCC2
    -0.6, 2.8, 9.7, 2.4, 10.4, -0.3, -5.1, -10.4, -14.4, -4.8
46	Cc1noc(C)c1COC(=O)c1cnc(Cl)c(Cl)c1
    -8.1, 0.1, 6.0, 0.6, 9.5, 6.2, 16.1, -9.5, 1.9, -0.5
47	Cc1ccc(O)c(NC(=O)CSc2n[nH]c(-c3ccccc3)n2)c1
    -14.1, 6.5, -18.8, -1.3, -0.6, 5.9, 2.4, 0.6, 0.0, 2.1
48	O=C(N1CCOCC1)N1CCN(S(=O)(=O)N2CCOCC2)CC1
    -11.3, 2.5, 3.7, -0.1, -7.9, 3.0, 0.9, 7.9, 0.5, -9.0
49	CCN1CCc2nc(N)sc2C1
    -0.9, 3.1, -2.0, 1.5, 27.4, -5.2, -0.2, -27.4, 4.0, 2.2
50	O=c1cc(CSc2ccc(Cl)cc2)nc(-c2ccccc2)[nH]1
    4.0, ., -11.8, -1.7, 24.3, 9.0, -0.3, -24.3, ., -6.4
51	O=C(COC(=O)c1cccnc1Cl)Nc1ccccc1OC(F)F
    -5.0, 0.5, -4.7, -0.2, -0.4, -12.8, 9.2, 0.4, 1.3, 1.4

3 of the entries above in order of the Rtt109 Vps75 value, largest number first:
item | SMILES | Rtt109 Vps75
42 | COc1ccc(OC)c(NC(=O)CN(c2ccc(C)cc2)S(=O)(=O)c2c(C)n[nH]c2C)c1 | 17.3
50 | O=c1cc(CSc2ccc(Cl)cc2)nc(-c2ccccc2)[nH]1 | 9.0
47 | Cc1ccc(O)c(NC(=O)CSc2n[nH]c(-c3ccccc3)n2)c1 | 5.9
